Screening results: PubChem BioAssay, several laboratories
TRAIL sens C8 – sensitizes caspase-8 expressing cells to TRAIL. NB7+C8 cells + TRAIL, ATPlite viability luminescence. AID 624354. actives 1% (n = 360,000). inhibition (viability loss, TRAIL sensitization), % at 10 µM;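 active = compounds causing at least 50% loss of cell viability in the single-dose screen, relative to plate controls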
LRH-1 inv ag – suppresses constitutive activity of human LRH-1; O00482; HEK293T StAR-luciferase reporter, LRH-1 transfected, 24 h; inhibition, % at 3.6 µM; actives 0.13% (n = 360,000); AID 602396;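 active = inhibition above the mean inhibition of all tested compounds plus 3 SD, cut at about 73% in these data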;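 also: 0% = DMSO wells and 100% = reporter-only cells lacking LRH-1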
Target sequence (O00482 whole entry, looked up): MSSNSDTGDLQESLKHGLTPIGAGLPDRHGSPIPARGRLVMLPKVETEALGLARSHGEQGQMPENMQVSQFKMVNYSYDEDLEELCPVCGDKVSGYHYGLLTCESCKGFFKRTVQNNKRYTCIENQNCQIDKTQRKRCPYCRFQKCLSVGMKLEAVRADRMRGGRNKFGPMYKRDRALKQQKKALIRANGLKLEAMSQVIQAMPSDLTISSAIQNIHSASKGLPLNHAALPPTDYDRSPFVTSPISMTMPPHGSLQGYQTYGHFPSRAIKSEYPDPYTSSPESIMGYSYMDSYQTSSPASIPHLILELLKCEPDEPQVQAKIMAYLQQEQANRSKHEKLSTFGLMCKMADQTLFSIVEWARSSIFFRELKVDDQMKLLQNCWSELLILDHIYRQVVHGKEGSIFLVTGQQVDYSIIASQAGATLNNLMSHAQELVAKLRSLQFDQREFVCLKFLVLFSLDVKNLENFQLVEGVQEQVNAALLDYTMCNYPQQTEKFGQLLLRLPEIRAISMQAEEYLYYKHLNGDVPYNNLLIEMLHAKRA
COUP-TFII inh – blocks human COUP-TFII nuclear receptor | AID 686940 | HEK293T NGFI-A luciferase reporter, luminescence | inhibition, % at 8.6 µM | actives 0.7% (n = 370,000);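 active = inhibition above a per-plate cutoff, mean inhibition of test wells between control levels plus 3 SD, cut at about 38% in these data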;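 also: cells cotransfected with COUP-TFII expression vector driving the NGFI-A reporter; 0% = median of COUP-TF2 test wells and 100% = reporter-only cells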
Target sequence (P24468 whole entry, looked up): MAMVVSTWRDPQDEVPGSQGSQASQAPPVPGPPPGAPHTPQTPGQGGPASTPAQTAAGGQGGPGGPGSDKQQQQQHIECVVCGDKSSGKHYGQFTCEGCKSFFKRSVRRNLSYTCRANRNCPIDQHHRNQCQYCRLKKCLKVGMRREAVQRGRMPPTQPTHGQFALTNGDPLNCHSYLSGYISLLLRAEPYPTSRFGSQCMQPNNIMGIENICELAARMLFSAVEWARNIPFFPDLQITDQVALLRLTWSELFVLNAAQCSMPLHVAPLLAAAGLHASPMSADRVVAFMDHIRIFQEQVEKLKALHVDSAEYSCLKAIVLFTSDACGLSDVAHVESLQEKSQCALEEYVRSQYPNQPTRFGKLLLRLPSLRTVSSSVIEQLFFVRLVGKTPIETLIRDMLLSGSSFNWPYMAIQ
Active calls of the source: *. An excerpt; count on the stated rates, not on these rows.

SMILES	TRAIL sens C8	LRH-1 inv ag	COUP-TFII inh
O=C(Nc1ccc(F)cc1)C(c1ccncc1)N1CCN(CC(=O)N2CCCC2)CC1 (centres undefined)	0.4	-29.7	-14.9
COCC(=O)N[C@H]1CC[C@@H](CC(=O)NCc2ccccc2OC)O[C@@H]1CO	-19.2	6.0	7.4
COC(=O)C1=CN(c2ccc(N3CCOCC3)cc2)C(N)=C(C#N)C1c1cccc(OC)c1OC (centres undefined)	-6.7	13.0	-28.9
COC(=O)/C=C1\OCc2cc(OC)c(OC)cc21	-3.1	-11.2	2.2
Nc1nc2ncccn2c1-c1ccc(C(F)(F)F)cc1	-8.3	10.6	-6.6
O=[N+]([O-])c1ccc(Br)c(CN2CCN(c3ncc(Cc4ccccc4)cn3)CC2)c1	1.0	10.2	-0.5
O=C1N(c2ccccc2)c2ccccc2[C@]12C[C@H](O)CO2	-8.0	10.6	-67.0
CCCCCNC(=O)C(c1ccncc1)n1c(=O)c(-c2cc3ccccc3[nH]2)nc2ccccc21 (centres undefined)	-6.2	-39.9	-28.2
Cc1ccc(N2CCN(C(C(=O)Nc3c(C)cccc3C)c3cccc(F)c3)CC2)cc1 (centres undefined)	4.7	-11.4	5.2
COc1ccccc1N1CCN(C2C(=O)Nc3ccccc3-n3nnnc32)CC1 (centres undefined)	-7.9	-23.0	7.9
CCOC1=C2CN(S(=O)(=O)c3ccc(C)cc3)C(c3cccc(Cl)c3)CC2NC(c2ccccc2)C1 (centres undefined)	-1.2	-1.2	-5.7
CCOC(=O)[C@]12CCCC=C1N(Cc1ccccc1)C(=O)[C@H](CC(=O)N1CCN(C(=O)c3ccco3)CC1)C2	-8.0	4.6	-4.5
COCCN1C(=O)CSCC1(C)C(=O)Nc1c(C)cccc1C (centres undefined)	-7.1	-6.2	6.3
O=C1Nc2ccccc2C(=O)N(Cc2ccccc2)C1C(=O)NC1CC1 (centres undefined)	-0.9	-9.2	-5.7
N#Cc1ccc(C(C(=O)NCc2ccccc2)n2c(=O)c(-c3cc4ccccc4[nH]3)nc3ccccc32)cc1 (centres undefined)	1.1	11.8	-10.1
Cc1cccc(C)c1N1C(=O)c2ccccc2NC(=O)C1C(=O)Nc1ccc2c(c1)OCCO2 (centres undefined)	-11.8	0.2	-22.1
COC(=O)[C@@]12C[C@@H](CC(=O)NCC3CCCCC3)C(=O)N(Cc3cccc4ccccc34)C1=CCC(C)(C)C2	9.9	-18.0	-12.2
COC(=O)[C@]12CCCCC=C1N(CCc1ccc(OC)c(OC)c1)C(=O)[C@H](CC(=O)NCc1cccc(C(F)(F)F)c1)C2	21.1	-23.4	-27.6
COC(=O)[C@@]12C[C@@H](CC(=O)N3CCOCC3)C(=O)N(Cc3ccco3)C1=CCC(C)(C)C2	4.2	8.0	-5.4
COC(=O)C1=CN(c2ccc(Oc3ccccc3)cc2)C(N)=C(C#N)C1c1cccc(F)c1 (centres undefined)	-0.4	7.3	-5.4
CCCc1nc2ccccc2n1C(CCSC)C(=O)NC(C)(C)C (centres undefined)	2.6	15.5	-12.2
COc1ccc(C(C(=O)NC(C)(C)C)n2c(=O)c(-c3ccccc3)nc3ccccc32)cc1 (centres undefined)	3.7	6.6	9.1
CCCCCNC(=O)C1C(=O)Nc2ccccc2C(=O)N1c1ccc(OC)cc1 (centres undefined)	-10.1	-2.5	0.3
O=C(NC1CCCCC1)C(c1ccccc1F)n1c(=O)c(-c2cc3ccccc3[nH]2)nc2ccccc21 (centres undefined)	-14.4	23.2	1.5
CO[C@H]1CN(C)C(=O)c2ccc(NC(=O)c3ccc4c(c3)OCO4)cc2OC[C@H](C)N(CC2CC2)C[C@@H]1C	12.2	-4.3	-12.8
CSCCC(C(=O)NC1CCCC1)n1c(C2CC2)nc2ccccc21 (centres undefined)	5.3	-25.2	-10.9
C#CCNC(=O)C[C@@H]1C[C@@]2(C(=O)OC)CC(C)(C)CC=C2N(Cc2ccccc2)C1=O	-14.6	-6.4	4.0
O=C(NCc1ccccc1)C(c1ccc(F)cc1)N1CCN(CCN2CCOCC2)CC1 (centres undefined)	2.2	2.1	9.2
CC(C)NC(=O)C1(C)CSCC(=O)N1Cc1ccco1 (centres undefined)	-2.8	0.2	4.0
COC(=O)[C@@]12C[C@@H](CC(=O)NCC34CC5CC(CC(C5)C3)C4)C(=O)N(Cc3ccco3)C1=CCC(C)(C)C2	3.0	8.1	11.8
CC(C)NC(=O)C1(C)CN(S(C)(=O)=O)CC(=O)N1CCOc1ccccc1 (centres undefined)	-2.3	8.8	-4.0
COC(=O)C[C@H]1C=C[C@@H](NC(=O)c2ccncc2)[C@@H](CO)O1	-0.7	-4.4	5.3
O=C(NCC[C@@H]1CC[C@@H](NC(=O)c2cnccn2)[C@@H](CO)O1)c1ccc2c(c1)OCO2	2.8	7.3	-48.6
COc1ccc(N2C(=O)c3ccccc3NC(=O)C2C(=O)Nc2ccc3c(c2)OCCO3)cc1 (centres undefined)	-11.8	-62.1	2.6
Cc1cc2c(cc1C)-n1nnnc1C(N1CCN(c3ccccn3)CC1)C(c1ccc3c(c1)OCO3)=N2 (centres undefined)	-12.4	-17.7	-21.4
O=c1cccc(-c2ccc3ccccc3c2)o1	9.9	-77.8	-25.6
Cc1ccc(N2CCN(C(CCc3ccccc3)C(=O)Nc3c(C)cccc3C)CC2)cc1 (centres undefined)	15.6	23.0	7.8
Nc1sc(Cc2ccccc2)cc1C(=O)NC1CCCCC1	6.6	30.2	13.0
c1ccc(-c2nc3ccccc3n2C(c2ccccc2)c2nc3ccccc3[nH]2)cc1 (centres undefined)	17.8	-123.0	-30.6
CCOC(=O)N1CCN(C(=O)C[C@@H]2C[C@@]3(C(=O)OC)CC(C)(C)CC=C3N(CCc3ccc(OC)c(OC)c3)C2=O)CC1	-3.7	-12.9	-0.1
COC(=O)C[C@H]1C=C[C@H](NC(=O)Cc2ccccc2)[C@@H](CO)O1	1.3	16.4	1.2
CCC(c1nc2ccccc2[nH]1)n1c(=O)c(-c2cccs2)nc2ccccc21 (centres undefined)	-7.5	16.4	11.8
COc1ccc(CCC(=O)N2c3ccccc3N=C(c3ccc(C(F)(F)F)cc3)C2C(=O)NC2CCCC2)cc1 (centres undefined)	-10.0	-16.6	-27.2
CCCc1nc2ccccc2n1C(C(=O)NC(C)(C)C)C1CC1 (centres undefined)	-14.0	-5.1	4.9
CN(C)CC(=O)N[C@@H]1CC[C@@H](CCNS(=O)(=O)c2ccccc2)O[C@@H]1CO	-15.0	1.1	-22.2
CCC(=O)Nc1ccc2c(c1)OC[C@@H](C)NC[C@@H](C)[C@@H](OC)CN(C)C2=O	-10.9	-25.7	-9.2
O=C(NC1CCCCC1)C(c1ccnc2ccccc12)n1c(=O)c(-c2ccccc2)nc2ccccc21 (centres undefined)	17.4	14.1	0.5
Cc1cc2c(cc1C)-n1nnnc1C(N(C)CCc1ccccc1)C(=O)N2 (centres undefined)	-21.5	4.8	-11.8
COc1ccc(C(C(=O)NC(C)(C)C)n2c(=O)c(-c3ccco3)nc3ccccc32)cc1 (centres undefined)	3.4	18.8	-10.4
CC(C)C(C(=O)NC1CCCC1)N1CCC(O)(c2ccc(Cl)cc2)CC1 (centres undefined)	-2.2	-1.9	-1.3
Next part
SMILES	TRAIL sens C8	LRH-1 inv ag	COUP-TFII inh
O=C(C(=O)N1CCN(CCN2CCOCC2)CC1)c1ccccc1	9.4	17.6	-11.9
CCCCCNC(=O)C(c1ccncc1)n1c(=O)c(-c2ccco2)nc2ccccc21 (centres undefined)	-9.3	4.9	-17.7
COC(=O)[C@]12CCCCC=C1N(CCc1ccc(OC)c(OC)c1)C(=O)[C@H](CC(=O)N1CCN(C(=O)c3ccco3)CC1)C2	-4.2	6.7	7.4
CCOC(=O)C[C@@H]1OC[C@H](C)N1S(=O)(=O)c1ccc(C)cc1	14.0	21.9	11.8
COc1ccc(C(C(=O)NCc2ccccc2)n2c(-c3ccccn3)nc3ccccc32)cc1 (centres undefined)	-1.3	12.1	-3.9
CCCCNC(=O)C1C(c2ccc(OC)cc2)=Nc2ccccc2N1C(=O)Cc1cc(OC)cc(OC)c1 (centres undefined)	15.3	2.8	2.8
Cc1cccc(C)c1NC(=O)C(c1ccncc1)n1c(=O)c(-c2ccco2)nc2ccccc21 (centres undefined)	-11.8	-44.4	-10.5
COC(=O)[C@@]12C[C@@H](CC(=O)NCCCCc3ccccc3)C(=O)N(Cc3cccc4ccccc34)C1=CCC(C)(C)C2	9.6	-1.6	8.8
O=C(C[C@@H]1C=C[C@@H](NC(=O)c2cccnc2)[C@@H](CO)O1)NCc1ccncn1	-5.7	16.1	-11.1
COC(=O)[C@@]12C[C@@H](CC(=O)N3CCCCC3)C(=O)N(Cc3ccccc3)C1=CCC(C)(C)C2	9.3	-0.6	7.9
CCC(CC)C(C(=O)NC1CCCC1)N1CCN(c2cc(C)nc3ccccc23)CC1 (centres undefined)	9.8	-2.7	5.2
Oc1ccc(F)c(CN2CCN(c3ncc(Cc4ccccc4)cn3)CC2)c1	-6.2	17.6	11.8
Cc1cccc(C)c1NC(=O)C(CCc1ccccc1)n1c(=O)c(-c2ccccc2)nc2ccccc21 (centres undefined)	6.2	-10.9	6.9
Cc1ccc(S(=O)(=O)N2[C@H](CC(=O)OCc3ccccc3)OC[C@@H]2C(C)C)cc1	-6.1	2.9	-6.9
COC(=O)C1(C(=O)OC)c2ncccc2N(S(=O)(=O)c2ccc(C)cc2)C1CC(=O)c1ccccc1 (centres undefined)	-11.5	11.5	4.1
Nc1nc2ncccn2c1-c1ccccc1	-21.7	13.2	1.3
O=C(NC1CCCC1)C(C1CC1)n1c(-c2ccccn2)nc2ccccc21 (centres undefined)	-13.7	-7.6	8.7
COC(=O)C[C@H]1C=C[C@@H](NC(=O)Nc2cccc(OC)c2)[C@@H](CO)O1	-11.6	7.6	-0.8
COC(=O)C[C@H]1CC[C@@H](NC(=O)c2ccncc2)[C@@H](CO)O1	-5.5	-26.0	-6.9
COc1cc(N(C)C)ccc1[C@]1(O)C(=O)N(C)c2ccc(Br)cc21	-14.3	-11.1	-10.2
Cc1ccccc1CN1C(=O)CN(S(C)(=O)=O)CC1(C)C(=O)Nc1ccc2c(c1)OCCO2 (centres undefined)	-4.9	11.3	-12.5
CSCCC(c1nc2ccccc2[nH]1)n1c(=O)c(-c2cccnc2)nc2ccccc21 (centres undefined)	-15.3	20.8	-10.9
COC(=O)C(C(=O)OC)c1ccccc1CNS(=O)(=O)c1ccc(C)cc1	4.5	5.9	0.6
COc1ccc(C(=O)NCCNc2nc3cc(C)cc(C)c3cc2C#N)cc1	-7.2	4.0	-1.0
CC(C)(C)NC(=O)C(c1cc2ccccc2o1)n1c(=O)c(-c2ccccc2)nc2ccccc21 (centres undefined)	0.2	13.9	15.2
CCOC(=O)[C@]12CCCC=C1N(CCC1=CCCCC1)C(=O)[C@H](CC(=O)NCc1ccc(OC)c(OC)c1)C2	6.0	10.9	-1.8
CCOC(=O)[C@]12CCCC=C1N(CCC1=CCCCC1)C(=O)[C@H](CC(=O)NCCCOC)C2	-10.5	-22.1	-10.0
CC(C)NC(=O)C1(C)CN(S(C)(=O)=O)CC(=O)N1C1CCCCCC1 (centres undefined)	-5.6	14.9	-12.7
COC(=O)/C=C1\OCc2cc(OCc3ccccc3)ccc21	-2.3	-69.5	-19.4
CCC(C(=O)NC1CCCC1)n1c(-c2ccncc2)nc2ccccc21 (centres undefined)	-11.2	-4.1	-4.1
Nc1nc2ccc(Cl)cc2cc1C(=O)NCCCN1CCOCC1	-17.5	28.7	-10.7
CC1(C(=O)NCc2ccccc2)CSCC(=O)N1CCOc1ccccc1 (centres undefined)	-3.2	1.2	2.8
CC(C)(C)NC(=O)C(c1cccc2ccccc12)n1c(=O)c(-c2cc3ccccc3[nH]2)nc2ccccc21 (centres undefined)	1.9	14.3	-16.5
COC(=O)C[C@@H]1C=C[C@@H](NC(C)=O)[C@@H](CO)O1	-1.1	6.8	1.7
Nc1nc2ccc(Cl)cc2cc1C(=O)NCCc1ccc(O)cc1	-1.4	18.2	0.7
O=C(NCc1ccccc1)C(c1ccc(-c2ccccc2)cc1)N1CCN(c2ccccc2F)CC1 (centres undefined)	-4.4	3.6	-5.6
O=C(NCc1ccccc1)C1C(=O)Nc2ccccc2C(=O)N1C1CCCC1 (centres undefined)	-8.8	-13.5	-2.8
CN1CCN(C(=O)C[C@@H]2C=C[C@H](NS(=O)(=O)c3cccc(F)c3)[C@@H](CO)O2)CC1	0.9	-4.5	-12.6
Cn1cc([C@]2(O)C(=O)Nc3ccccc32)c2ccccc21	-10.9	-8.6	-11.0
